Screening results: PubChem, several laboratories
E coli growth: bacterial growth inhibition, counter-screen for AddAB inhibitors; E. coli V3065 growth, OD600 absorbance, 18 h; inhibition, % at 11.9 µM; 330,000 compounds, 0.27% hits; AID 449728;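 active = inhibition above the campaign's mean inhibition across all tested compounds plus 3 SD, cut at about 9.9% in these data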;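 note: uninfected addAB+ strain grown without phage in ampicillin broth; 0% = DMSO wells and 100% = ciprofloxacin 0.95 µg/ml wells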
MOR-DOR inv ag: inverse agonists of human mu-delta opioid receptor heterodimerization; cell-based MOR-DOR heterodimer luminescence, inverse agonism; inhibition, % at 9.3 µM; 340,000 compounds, 0.21% hits; in the data active = inhibition above about 22%, passing the limit was not always enough;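 note: 0% = cells with DMSO and 100% = wells without cells with DMSO; values of inactives mirror those of a sister screen read the other way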
HTR5A inv ag: inverse agonist of human HTR5A in OPRM1-OPRD1 counter-screen; P47898; HTR5A cell line, luminescence, inverse agonism; inhibition, % at 9.3 µM; 340,000 compounds, 0.083% hits; in the data active = inhibition mostly above about 23%, no sharp cut-off; inactive = mostly below about 18%;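 note: 0% = cells with DMSO and 100% = no-cell wells with DMSO; some compounds called inactive have numbers as strong as hits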
Mot1-301 SUMO: SUMOylation pathway inhibition by Mot1-301 growth rescue. S. cerevisiae Mot1-301 growth rescue, ATP luminescence, 38.5C; percent above DMSO median, 100 means doubled. growth rescue, % at 18.8 µM. 320,000 compounds, 1% hits;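 active = every valid replicate shows activation above 250% relative to neutral control wells; inactive = the rest, any valid replicate at or below 250%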;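 note: OY570 slx delta 5 strain wells were the positive control but not used for scaling; some compounds called inactive have numbers as strong as hits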
DSG3 Ab inh: blocks pemphigus antibody binding to human desmoglein-3. P32926. DSG3-coupled beads, scFv-anti-DSG3-GFP binding, flow cytometry; hits give low values. binding (percent of control), % at 10 µM. 310,000 compounds, 0.48% hits. AID 588358;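 active = binding more than 3 SD below its plate's average and above zero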;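 note: hits lower antibody fragment binding to DSG3; some compounds called inactive have numbers as strong as hits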
Target sequence (P32926 whole entry, looked up, the tested form may be a part): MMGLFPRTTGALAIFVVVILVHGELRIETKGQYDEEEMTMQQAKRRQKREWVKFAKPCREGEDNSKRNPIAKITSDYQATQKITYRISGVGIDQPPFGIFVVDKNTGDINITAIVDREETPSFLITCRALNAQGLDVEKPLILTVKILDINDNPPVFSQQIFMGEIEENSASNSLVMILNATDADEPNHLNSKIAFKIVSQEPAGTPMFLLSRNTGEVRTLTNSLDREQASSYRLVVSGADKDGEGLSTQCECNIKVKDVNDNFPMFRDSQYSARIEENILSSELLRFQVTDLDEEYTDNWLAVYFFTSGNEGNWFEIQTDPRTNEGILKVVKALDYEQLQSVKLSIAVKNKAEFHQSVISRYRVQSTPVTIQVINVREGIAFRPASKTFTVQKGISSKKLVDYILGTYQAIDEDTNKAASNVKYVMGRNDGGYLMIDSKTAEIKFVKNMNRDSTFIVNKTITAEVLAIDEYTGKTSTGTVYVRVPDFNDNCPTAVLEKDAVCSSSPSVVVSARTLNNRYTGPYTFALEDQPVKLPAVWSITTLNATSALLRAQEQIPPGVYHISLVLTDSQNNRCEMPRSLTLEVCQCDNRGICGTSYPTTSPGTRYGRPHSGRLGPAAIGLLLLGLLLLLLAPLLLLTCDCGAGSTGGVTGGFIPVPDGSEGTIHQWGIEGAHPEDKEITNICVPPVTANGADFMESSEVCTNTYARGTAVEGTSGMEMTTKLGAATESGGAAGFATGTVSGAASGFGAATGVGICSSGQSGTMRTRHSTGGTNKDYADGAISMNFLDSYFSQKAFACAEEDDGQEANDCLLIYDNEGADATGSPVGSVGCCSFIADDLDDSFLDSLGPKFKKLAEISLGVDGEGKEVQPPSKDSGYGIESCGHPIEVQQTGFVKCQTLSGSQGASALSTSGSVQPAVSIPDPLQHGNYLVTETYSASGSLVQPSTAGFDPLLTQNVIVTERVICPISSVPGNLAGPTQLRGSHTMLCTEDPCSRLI
MOR-DOR ag: agonists of human mu-delta opioid receptor heterodimerization; P35372+P41143; cells, OPRM1-OPRD1 heterodimerization, luminescence; activation, % at 9.3 µM; 340,000 compounds, 0.3% hits; in the data active = activation above about 18%;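 note: 0% = vehicle-treated cells and 100% = reference agonist; values of inactives mirror those of a sister screen read the other way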
HTR5A ag: HTR5A agonism, opioid heterodimer counter-screen; activation, % at 9.3 µM; HTR5A agonist assay, luminescence, cell-based; 340,000 compounds, 0.61% hits; P47898; in the data active = activation mostly above about 9.5%, no sharp cut-off; inactive = mostly below about 7.6%;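 note: 0% = cells with vehicle only and 100% = reference agonist; strong numbers were not always called active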
AddAB inh: less growth of phage-infected E. coli with AddAB | E. coli expressing H. pylori AddAB, absorbance growth | 330,000 compounds, 0.29% hits | inhibition, % at 11.9 µM; in the data active = inhibition above about 12%;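 note: 0% = vehicle wells of infected cells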
phage Ecoli inh: E. coli growth loss with phage present | growth absorbance | inhibition, % at 11.9 µM | 360,000 compounds, 0.26% hits; in the data active = inhibition above about 11%
PKA-R1A activ: activators of PKA-R1A complex; PKA-R1A dissociation, Cy5-IP20 fluorescence polarization; scaled: DMSO 0%, 113 µM cGMP 100%; activation, % at 11.4 µM; 340,000 compounds, 0.083% hits;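 active = percent activation above the mean of all tested compounds plus 3 SD, cut at about 19% in these data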;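 note: higher means more PKAc released from R1A so a rise in polarization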
PfHsp90 set2: inhibits growth of yeast expressing Plasmodium falciparum Hsp90. S. cerevisiae expressing PfHsp90, BacTiter-Glo ATP, 48 h; yeast lacking PDR1 and PDR3 efflux regulators. inhibition, % at 9.4 µM. 310,000 compounds, 0.32% hits;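 active = every replicate shows inhibition above about 80%, whatever the replicate mean, limit read from the data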;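 note: 0% = DMSO neutral controls and 100% = 20 µM radicicol positive controls; yeast relying on Plasmodium falciparum Hsp90 in place of its own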
Active calls of the source: *; x = not tested or not shown. This is a random part of the collection; 3.2% or so of the library scored in one or more.

Results follow in this order: E coli growth | MOR-DOR inv ag | HTR5A inv ag | Mot1-301 SUMO | DSG3 Ab inh | MOR-DOR ag | HTR5A ag | AddAB inh | phage Ecoli inh | PKA-R1A activ | PfHsp90 set2
CCN(CC)c1ccc(NC(=O)C2CCCN(S(=O)(=O)c3cnc[nH]3)C2)c(C)c1 (centres undefined)
→ 0.9 | 4.7 | -6.8 | 6.8 | 103.7 | -0.9 | 2.3 | 3.6 | 1.7 | 5.9 | 4.4
COCC(=O)NC1CC2CCCC(C1)N2Cc1ccccc1 (centres undefined)
→ -1.3 | 0.4 | -20.2 | 32.2 | 76.8 | -0.1 | -2.7 | 1.3 | 2.0 | -2.3 | x
O=C(Cc1c(Cl)cccc1Cl)OCc1ccccn1
→ 0.8 | 5.1 | -20.5 | 5.3 | 123.4 | -0.6 | 6.9 | 2.8 | -2.8 | 2.4 | -5.5
CCN1CCN(C2=C(NS(=O)(=O)c3ccccc3)C(=O)c3ccccc3C2=O)CC1
→ -1.6 | -38.1 | -20.0 | 13.1 | 107.2 | 7.6 | 5.3 | 9.0 | 1.7 | 2.1 | 7.4
COc1cccc(C(=O)NC(C)C(c2cccs2)N2CCN(C)CC2)c1 (centres undefined)
→ -4.2 | -1.5 | -4.7 | x | 103.2 | 0.3 | -1.0 | -0.3 | 1.5 | 4.9 | 10.3
CCOC(=O)CC1CCCCN1Cc1nc(-c2ccc(F)c(OC)c2)oc1C (centres undefined)
→ -2.4 | -8.4 | 8.5 | -7.7 | 93.1 | 1.2 | -3.1 | 2.3 | 2.0 | -9.1 | -0.1
Cc1ccc(C(=O)N2CCN(c3ccc([N+](=O)[O-])c(NCc4ccco4)c3)CC2)cc1
→ 1.1 | 19.0 | 12.4 | 78.7 | 98.2 | -4.1 | -6.2 | 2.5 | 1.6 | -4.4 | 8.3
O=C(Cn1c(NCCCO)nc2ccccc21)c1ccc(Br)cc1
→ 3.0 | 3.4 | 13.3 | x | 102.8 | -0.6 | -3.8 | 3.3 | 1.8 | -10.6 | 4.0
Cc1ccc(-c2nnc(N3CCCCC3)c3ccccc23)cc1S(=O)(=O)N1CCN(C)CC1
→ 0.2 | 6.9 | 4.8 | -1.2 | 99.3 | -1.2 | 1.9 | -2.1 | -0.4 | 10.8 | 7.2
COc1ccc(C2CC(=O)c3cnc(N4CCN(Cc5ccccc5)CC4)nc3C2)cc1 (centres undefined)
→ -0.5 | 0.9 | 4.2 | 25.2 | 101.9 | -0.2 | -1.8 | 0.9 | 0.8 | -8.2 | -11.6
COc1ccc(C(=O)Cn2cnc3ccc(Cl)cc3c2=O)cc1F
→ -0.4 | -15.4 | -28.8 | 1.1 | 104.9 | 2.9 | 0.8 | -0.7 | 1.5 | 1.2 | -26.1
CC(C(=O)Nc1ccccc1)N1C(=O)c2ccccc2C1=O (centres undefined)
→ 1.2 | 4.8 | -5.2 | 13.7 | 95.3 | -0.9 | 1.9 | 0.7 | 2.5 | -15.8 | -12.8
O=C(O)Cn1ccc2ccccc21
→ -1.7 | 11.6 | 1.4 | -15.5 | 99.1 | -2.3 | -0.4 | 1.9 | 1.8 | 2.7 | 6.7
O=C(CCc1ccccc1)c1c(O)cc(O)cc1O
→ -1.3 | 11.1 | 10.2 | -2.6 | 96.6 | -2.2 | -3.1 | 2.0 | 3.5 | -22.8 | -4.4
O=C(NCCc1ccccc1Cl)C1CCC(=O)N(Cc2ccc(Cl)cc2)C1 (centres undefined)
→ -1.4 | -15.0 | 10.4 | -2.8 | 107.5 | 3.7 | -4.1 | -0.1 | 1.2 | 1.8 | -19.6
COC(=O)Nc1ccc(S(=O)(=O)N(CCO)CCO)cc1
→ 1.4 | 13.7 | 14.5 | 62.2 | 100.3 | -2.5 | 1.7 | -0.2 | x | 4.7 | -2.6
CCn1c(SCc2cccc(C)c2)nnc1-c1ccc(C)cc1
→ 0.5 | 14.1 | -30.8 | 134.6 | 102.8 | -2.8 | -0.2 | 3.4 | 2.6 | -6.7 | x
O=C1/C(=C/c2ccc(Cl)cc2)NC(=S)N1Cc1cccnc1
→ -1.3 | x | x | -10.9 | 108.0 | x | x | 1.5 | 3.8 | x | -8.6
COc1ccc(CN2C(=O)c3cccnc3C2=O)cc1S(=O)(=O)N(C)Cc1ccco1
→ -0.6 | 9.3 | -12.4 | 184.1 | 98.0 | -1.7 | -1.7 | 1.0 | 1.6 | 9.9 | 14.5
CN1CCN(C(=O)/C(=C/c2ccc(N(C)C)cc2)NC(=O)c2ccccc2)CC1
→ 0.3 | -2.7 | 8.9 | -16.2 | x | 0.4 | -3.4 | 2.1 | 0.4 | -8.8 | -38.7
Cc1ccc(S(=O)(=O)N(C)C)cc1NC(=O)Nc1c(-c2ccccc2)noc1C
→ 0.0 | x | x | -4.7 | 106.0 | x | x | 0.5 | -3.5 | x | x
O=[N+]([O-])/C(C(Cl)=C(Cl)Cl)=C(/NC1CC1)Sc1ccccc1
→ -0.2 | 13.0 | 4.6 | -18.8 | 95.6 | -2.3 | -1.6 | 3.9 | 2.1 | 1.7 | -17.6
COc1ccccc1NC(=O)C/C(N)=N/O
→ -1.3 | 6.2 | -32.0 | 408.1 | 104.2 | -1.1 | 1.0 | 0.2 | 1.9 | 6.7 | -25.3
CC(=O)c1ccc(Sc2nnc(C)s2)c([N+](=O)[O-])c1
→ -1.2 | -3.2 | -4.1 | -12.2 | 107.6 | 0.5 | -2.8 | 0.2 | 2.3 | -4.0 | 22.1
C[C@H](CO)N1C[C@H](C)[C@@H](CN(C)CC2CCCCC2)Oc2c(NS(=O)(=O)c3ccccc3)cccc2C1=O
→ 1.4 | -6.9 | -1.0 | -3.8 | 104.3 | 1.2 | 5.1 | 2.0 | 0.8 | 0.3 | 25.4
O=C(Cn1nnc(-c2ccccc2Cl)n1)Nc1cccc(S(=O)(=O)N2CCCC2)c1
→ -1.2 | -17.1 | 12.1 | 3.4 | 111.5 | 3.2 | -3.4 | 2.2 | 3.2 | 5.5 | x
N#Cc1ccsc1NC(=O)COC(=O)c1ccc2ccccc2c1
→ -4.9 | -13.4 | -9.1 | 12.2 | 62.5* | 2.6 | 11.9 | -0.2 | 1.8 | -0.6 | -4.7
O=C(Nc1ccccc1F)C1CCCN(S(=O)(=O)c2ccc(-n3cnnn3)cc2)C1 (centres undefined)
→ -3.3 | -15.4 | 6.9 | -9.2 | 93.6 | 2.2 | -3.6 | 2.2 | 1.3 | 1.6 | 7.2
COC(=O)c1ccccc1NC(=O)Nc1nnc(N2CCC(C)CC2)s1
→ 0.7 | 13.4 | 2.5 | -12.9 | 97.7 | -2.3 | -0.9 | 3.0 | 2.7 | -5.7 | -2.7
Fc1ccc(C(c2ccc(F)cc2)N2CCN(C/C=C/c3ccccc3)CC2)cc1
→ 3.8 | x | 14.4 | -35.0 | 109.8 | x | 6.7 | 4.6 | 2.1 | 6.8 | -1.2
CCCCOc1ccc(-c2cc(C(F)(F)F)c(C#N)c(SCC(=O)O)n2)cc1
→ -1.2 | 11.8 | 3.7 | 116.0 | 135.6 | -2.1 | -1.4 | 3.6 | 4.2 | -10.6 | 0.3
COC(=O)c1cccc(NCN2C(=O)c3ccccc3C2=O)c1
→ 0.0 | -1.2 | -3.0 | 6.2 | x | 0.2 | -1.2 | 1.0 | 4.0 | -2.0 | x
Oc1ccc(-c2nc3ccc4ccccc4c3c3c2CCC3)cc1O
→ 9.5 | -32.9 | 0.2 | 50.0 | 94.3 | 6.0 | 11.6 | 9.8 | 8.8 | -0.1 | 97.7*
CC(=O)Nc1ccc(/C(C)=N/Nc2nc(Nc3cccc4ccccc34)nc(N3CCOCC3)n2)cc1
→ -0.2 | -3.8 | 11.7 | -11.8 | 101.0 | 0.7 | 8.0 | 4.5 | -3.6 | 2.5 | 23.9
CCOc1ccc(C(CC(=O)O)NC(=O)C(c2ccccc2)c2ccccc2)cc1OC (centres undefined)
→ -1.4 | 8.1 | 3.1 | -5.5 | 101.8 | -2.0 | -1.2 | 4.0 | 2.4 | -4.2 | 28.5
Cc1ccc(C(=O)Nc2nnc(-c3ccco3)o2)cc1
→ -2.4 | 2.2 | -11.1 | -8.4 | 100.9 | -0.5 | -1.9 | 10.7 | 4.2 | 4.4 | -5.4
O=C(CCCC(=O)N(CC(=O)NC1CCCCC1)Cc1ccccc1)Nc1ccccn1
→ -0.4 | -32.3 | -5.4 | -17.8 | x | 5.4 | -3.1 | 0.3 | -0.6 | -1.3 | 42.4
O=C(Nc1nc(-c2ccccc2)cs1)C1c2ccccc2Oc2ccccc21
→ 1.0 | -15.5 | -8.8 | -14.8 | 98.9 | 2.9 | 3.1 | 0.7 | 4.6 | 0.8 | -3.7
O=C(/C=C/c1ccc(S(=O)(=O)N2CCOCC2)cc1)NCc1ccc(Cl)cc1
→ 0.5 | 4.6 | -3.0 | 39.2 | 98.3 | -0.9 | 1.2 | 0.2 | 2.6 | 3.6 | 15.4
Cc1cc(=O)oc2c(C)c(OCC(=O)NCc3ccccn3)ccc12
→ 1.1 | 0.0 | 15.2 | 326.3 | x | 0.0 | 9.2 | 3.9 | 3.0 | -3.6 | -11.0
O=C(Nc1ccc(Br)cn1)c1cccc(S(=O)(=O)N2CCCC2)c1
→ -0.3 | 11.7 | 7.1 | 10.8 | 121.7 | -2.2 | -1.7 | 0.6 | 5.0 | -4.0 | 21.3
COc1ccc(-c2onc(C)c2-c2cnn(-c3ccccc3)c2)c(O)c1
→ 3.0 | -13.4 | -22.9 | -3.5 | 108.1 | 2.6 | 8.1 | 3.7 | 1.9 | -1.0 | -17.4
CCn1c(SCc2ccc(OC)c(F)c2)nc2ccccc2c1=O
→ -1.6 | -8.9 | -11.7 | 6.8 | 104.9 | 1.7 | 4.4 | 4.2 | -0.1 | -9.6 | 1.5
CCCn1c(O)c(N=NC(=O)CNC(=O)/C=C/c2ccc(OC)cc2)c2ccccc21
→ -1.4 | 16.6 | -1.2 | -16.4 | 100.5 | -3.3 | -5.4 | 3.0 | 1.6 | -5.8 | 10.6
O=C(Nc1ccc(N2C(=O)C3CCCCC3C2=O)cc1Cl)c1cccs1 (centres undefined)
→ 0.8 | 6.8 | 9.2 | 126.0 | 93.3 | -1.3 | 0.3 | 1.1 | 2.2 | -12.3 | -23.8
C=C(Cl)COc1ccc2c(CC)cc(=O)oc2c1
→ 1.1 | 9.3 | -4.5 | 5.0 | 122.7 | -2.0 | 2.2 | 2.8 | 3.3 | -8.9 | -11.1
CCCCCN(C(=O)COC(=O)CSc1ccc([N+](=O)[O-])cc1)c1c(N)n(CCCC)c(=O)[nH]c1=O
→ -0.1 | 9.7 | 4.1 | -3.7 | 98.3 | -1.9 | -1.5 | 0.5 | 1.9 | 1.7 | 37.6
COc1ccc(CCNS(=O)(=O)c2cccc(S(=O)(=O)N3CCCC3)c2)cc1OC
→ x | 1.2 | 5.7 | x | 114.5 | -0.3 | -3.3 | x | -0.6 | 0.2 | 0.4
O=C(CCCSc1nc2ccccc2[nH]1)NCc1ccc(Cl)cc1
→ -1.5 | 5.9 | 4.7 | 4.6 | 105.8 | -0.9 | -3.7 | 2.0 | 6.7 | -0.4 | -17.8
CCN(CC)/C(=N\S(=O)(=O)c1ccccc1C)c1ccccc1
→ 0.8 | 3.5 | -16.1 | -3.1 | 101.3 | -0.7 | 3.4 | 3.2 | 2.7 | -0.6 | 22.7
